Screening results as filed in PubChem BioAssay.
SSB-PriA inh = K. pneumoniae PriA-SSBct interaction inhibition | AlphaScreen SSBct-PriA binding, biotinylated peptide | inhibition, % at 33 µM | 430,000 tested, 0.6% active | AID 1272365; in the data active = inhibition mostly above about 37%, no sharp cut-off; inactive = mostly below about 20%;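 note: plate controls were negative control peptide for no effect and reference peptide for full effect; strong numbers were not always called active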
Active calls of the source: *; i = inactive; & = joins results of further samples. The list is partial; rates above refer to the full screens.

SMILES	SSB-PriA inh
CC(=O)N1CCC2(CC1)CC(=NNC(=S)Nc1ccccc1F)c1cc(O)ccc1O2	8
Cc1ccc(S(=O)(=O)N=C(N)c2ccc(Cl)cc2)cc1	3
CCN(CCCNC(=O)c1ccc2c(=O)n(-c3ccccc3)c(=O)[nH]c2c1)c1ccccc1	-12
CC1(C)Cc2cccc(OCC(=O)NC3CCN(c4ccccn4)C3)c2O1 (configuration not stated)	-19
CC(=O)Nc1ccc(C(=O)NCCNS(=O)(=O)c2ccc(F)c(C(F)(F)F)c2)cc1	-11
O=C(Cn1nc(-c2cccs2)c2sc(N3CCCC3)nc2c1=O)NC1CCCC1	-3
O=c1[nH]c2cc(Br)cnc2nc1C=C(O)c1ccc(F)cc1	-10
Cc1ccc(NC(=O)NCc2n[nH]c(=O)c3ccccc23)cc1C	-13
Cc1cc(C)c(NC(=O)CSc2nccn2Cc2ccccc2Cl)c(C)c1	27
COc1ccccc1NC(=O)NCc1sc(-c2ccco2)nc1C	-3
COc1ccc(C=NNC(=O)c2cc(C(C)(C)C)[nH]n2)cc1COc1ccc(F)cc1F	-8
COc1ccc(NC(=O)Cn2cnc3nc(N4CCOCC4)ncc3c2=O)cc1	-10
O=C(NC1(c2nc(-c3cnccn3)no2)CCCCC1)c1ccn[nH]1	-11
Cc1nc(CCl)cs1	20
COCCN1C(=O)C(=O)C(=C(O)c2ccc(OC(C)C)cc2)C1c1cccnc1 (configuration not stated)	-7
O=C(NN=Cc1ccco1)C1CC1c1ccccc1 (configuration not stated)	2
O=C(/C=C/c1ccco1)NCCN1CCn2cc(OCc3ccccc3)c(=O)cc2C1=O	-14
CCNC(=S)NN=C(C)c1ccco1	3
Cc1csc(NC(=O)CSc2ncc(-c3ccc(Br)cc3)n2-c2cccc(C(F)(F)F)c2)n1	5
O=C(NCCC(O)c1ccc2c(c1)OCO2)C1CCC1 (configuration not stated)	3
O=C1C(N2CCN(c3ccccc3)CC2)=C(n2nnc3ccccc32)C(=O)c2ccccc21	7
CCOC(=O)CCC(=O)NCC#CCOc1cccc(C(F)(F)F)c1	-8
COc1cc(OC)cc(C(=O)NCCOc2ccc(-c3cccs3)nn2)c1	-4
COc1cc(C=NNC(=O)CCC(=O)NC2CCCCC2)ccc1C	-7
O=C(NCc1c(F)cccc1F)c1ccc(N2CCCCC2)nn1	-5
OCC(O)C=NNc1nc(N2CCCCC2)nc(N2CCCCC2)n1 (configuration not stated)	1
COc1ccc(Cl)cc1NC(=O)C(=O)NCCCN1CCOC(c2ccccc2)C1 (configuration not stated)	-14
CN(C)N=Cc1ccc(Sc2ccccc2[N+](=O)[O-])o1	38
O=C(Nc1ccc(N2CCCCS2(=O)=O)cc1)C(=O)NC1CCCC1	12
COc1ccc(-c2ccc(=O)n(CCNS(=O)(=O)c3cccs3)n2)cc1	11
Cc1ccc(C=NN=Cc2ccc(C)cc2)cc1	-6
CCc1ccnc(C(=O)Nc2nnc(CC)s2)c1	103*
Cc1ccc(CN2CCNCC2CCO)cc1 (configuration not stated)	14
Cc1ccc(/C=C/S(=O)(=O)N2CC[C@@]3(CC(=O)c4ccccc4O3)C2)cc1	-3
Cc1ccc(C(=O)NN=Cc2cccnc2)s1	6
Cc1ccc(-n2ccnc(SCC(=O)NCc3ccccc3Cl)c2=O)cc1F	-15
O=C(NCc1ccnc(-c2cccs2)c1)c1ccc2nsnc2c1	1
CC1=C(C(=O)Nc2cccc(C)c2C)C(c2cccc(Br)c2)NC(=O)N1 (configuration not stated)	-13
Cc1cccc(NC(=O)Nc2nc(CC(=O)NCc3c(F)cccc3F)cs2)c1	2
COc1ccccc1C=NN1C(=O)c2cccc3cccc(c23)C1=O	-4
O=CC1=C2C=CC=C3SC(C=O)=C(N=C1)N32	-18
O=C(NN=Cc1cccc2ccccc12)c1n[nH]c2c1CCCC2	10
O=C1CN(Cc2ccc(F)cc2Cl)S(=O)(=O)c2ccccc2N1Cc1ccc(Cl)cc1	0
CC1CC(=O)Nc2ccccc2S1 (configuration not stated)	-2
Cc1cc2oc3c(c(=O)c2cc1Cl)C(c1ccncc1)N(c1nc(C)c(C)s1)C3=O (configuration not stated)	-15
NCc1cc(-c2ccco2)on1	-3
CCOc1ccc(N2C(=O)C(=O)C(=C(O)c3ccccc3)C2c2ccccc2[N+](=O)[O-])cc1 (configuration not stated)	4
Cc1cc(C)cc(NC(=O)NC2CNC(=O)C2)c1 (configuration not stated)	-8
CC(SCc1ccccc1)C(=O)NN=Cc1cc2c(cc1Br)OCO2 (configuration not stated)	11
Cn1cccc1CC(=O)NN=C/C=C/c1ccccc1	11
O=c1[nH]cc([N+](=O)[O-])c(=O)[nH]1	7
COc1ccc(NCC(F)(F)F)cc1	18
Cc1cc(NC(=O)Cn2nc(-c3cccs3)n(C3CC3)c2=O)no1	-11
COC(CNC(=O)CCc1cccc(Cl)c1)c1ccccc1C (configuration not stated)	-25
Cc1ccc(S(=O)(=O)N2CCCc3ccc(NC(=O)C(=O)Nc4ccc5c(c4)OCO5)cc32)cc1	-23
O=C(Nc1nc(-c2nc3ccccc3s2)cs1)c1ccccc1Cl	-5
CCOc1ccc(C(=O)Nc2ccc3c(c2)N(S(=O)(=O)c2ccccc2)CCC3)cc1OCC	-6
COc1cccc(C=NNC(=O)CCc2n[nH]c(=O)[nH]c2=O)c1O	-17
CCOc1cccc2sc(N(CCn3nc(C)cc3C)C(=O)c3cc(C)on3)nc12	-3
CCOc1ccc(C)cc1S(=O)(=O)Nc1ccc2c(c1)CC(=O)N2CC	11

Next section.
SMILES	SSB-PriA inh
COc1ccc2nc(C)cc(NN=Cc3cccc(OC)c3O)c2c1	59
Cc1ccc(SCC(=O)Nc2ccccc2-c2nc3ccccc3[nH]2)cc1	-8
COc1ccc2cc(-c3csc(NC(=O)CN4C(=O)c5ccccc5C4=O)n3)oc2c1	-5
CCn1cc(C(=O)N2CCN(C)CC23CCCC3)c(=O)c2ccc(C)nc21	-14
COc1ccccc1C=NN(C(C)=O)c1nc(-c2ccc(F)cc2)cs1	-16
C=CCn1c(SCC(=O)NCCc2ccccc2)nc2sc3c(c2c1=O)CCCC3	5
CCOC(=O)Cn1c(C)c(C)n2c3c(=O)[nH]c(=O)n(C)c3nc12	-4
N/C(=N/O)C1COc2ccccc2O1 (configuration not stated)	i
O=C(Nc1ccc(OC(F)(F)F)cc1)c1cn(-c2cccc(Cl)c2)nn1	-5
ON=Cc1ccc2noc(-c3ccc(Cl)cc3)c2c1	-7
COCCNC(=O)NCc1cc(-c2ccccn2)n(C)n1	-15
O=C(O)c1ccccc1NS(=O)(=O)c1ccc(NN=Cc2cccc(O)c2O)c([N+](=O)[O-])c1	6
Cc1ccc(NC(=O)C(=O)N2CCOCC2)cc1Cl	26
O=C1CCc2cc(S(=O)(=O)NCc3ccc4c(c3)OCO4)cc3c2N1CC3	1
COC(=O)c1c(NC(=O)COCC(=O)Nc2sc3c(c2C(=O)OC)CCCCC3)sc2c1CCCCC2	-8&0

Taken from above.
C=CCn1c(SCC(=O)NCCc2ccccc2)nc2sc3c(c2c1=O)CCCC3 – SSB-PriA inh = 5
O=C(Nc1ccc(OC(F)(F)F)cc1)c1cn(-c2cccc(Cl)c2)nn1 – SSB-PriA inh = -5

Additional entries follow.
SMILES	SSB-PriA inh
COc1ccccc1C=NNC(=O)c1nnn(-c2nonc2N)c1-c1cccs1	-21
O=C(CCSc1ccccc1)NCC(O)c1ccoc1 (configuration not stated)	5
Cc1cc(C)nc(NS(=O)(=O)c2ccc(NC(=S)NC(=O)c3cccc(Cl)c3)cc2)n1	0
S=C(NNc1nc(N2CCOCC2)nc(N2CCOCC2)n1)Nc1cccc(Cl)c1	11
C/C(=N/NC(=S)NCCc1ccccc1)c1ccccc1	4
O=C(Nc1nccs1)c1ccc(OCc2ccc3ccccc3n2)cc1	17
COc1ccccc1/C=C/C=Nn1c(-c2ccccc2)n[nH]c1=S	2
O=C(c1ccco1)N(Cc1ccccc1)c1nc2c(F)cc(F)cc2s1	-11
Cc1nnc(NC(=O)CN2CCC(c3nn(C)c(=O)n3C3CC3)CC2)s1	-3
CC1=CC(C)=NC2=C(c3ccccc3)SC(=C3C(=O)c4ccccc4C3=O)N12	50
Cc1ccc(C(=O)NN=Cc2cccc(OC(=O)/C=C/c3ccco3)c2)cn1	-19
O=S(=O)(c1ccccc1Br)N1CCC(c2ccsc2)CC1	-23
COC(=O)c1ccc(CN(c2cccc(F)c2)S(=O)(=O)c2ccc3nnc(C)n3c2)o1	-10
CC(c1ccccc1)N1C(=O)CC(N2CCOCC2)C1=O (configuration not stated)	-2
COc1nn(C)cc1C(=O)N1CCN(C(=O)c2cnn3c2CCCC3)CC1	11

A run of entries from the list above, as a working copy:
SMILES	SSB-PriA inh
COCCNC(=O)NCc1cc(-c2ccccn2)n(C)n1	-15
O=C(O)c1ccccc1NS(=O)(=O)c1ccc(NN=Cc2cccc(O)c2O)c([N+](=O)[O-])c1	6
Cc1ccc(NC(=O)C(=O)N2CCOCC2)cc1Cl	26
O=C1CCc2cc(S(=O)(=O)NCc3ccc4c(c3)OCO4)cc3c2N1CC3	1
COC(=O)c1c(NC(=O)COCC(=O)Nc2sc3c(c2C(=O)OC)CCCCC3)sc2c1CCCCC2	-8&0
COc1ccccc1C=NNC(=O)c1nnn(-c2nonc2N)c1-c1cccs1	-21
O=C(CCSc1ccccc1)NCC(O)c1ccoc1 (configuration not stated)	5
Cc1cc(C)nc(NS(=O)(=O)c2ccc(NC(=S)NC(=O)c3cccc(Cl)c3)cc2)n1	0
S=C(NNc1nc(N2CCOCC2)nc(N2CCOCC2)n1)Nc1cccc(Cl)c1	11
C/C(=N/NC(=S)NCCc1ccccc1)c1ccccc1	4
O=C(Nc1nccs1)c1ccc(OCc2ccc3ccccc3n2)cc1	17
COc1ccccc1/C=C/C=Nn1c(-c2ccccc2)n[nH]c1=S	2
O=C(c1ccco1)N(Cc1ccccc1)c1nc2c(F)cc(F)cc2s1	-11
Cc1nnc(NC(=O)CN2CCC(c3nn(C)c(=O)n3C3CC3)CC2)s1	-3
CC1=CC(C)=NC2=C(c3ccccc3)SC(=C3C(=O)c4ccccc4C3=O)N12	50
Cc1ccc(C(=O)NN=Cc2cccc(OC(=O)/C=C/c3ccco3)c2)cn1	-19
O=S(=O)(c1ccccc1Br)N1CCC(c2ccsc2)CC1	-23
COC(=O)c1ccc(CN(c2cccc(F)c2)S(=O)(=O)c2ccc3nnc(C)n3c2)o1	-10
CC(c1ccccc1)N1C(=O)CC(N2CCOCC2)C1=O (configuration not stated)	-2
COc1nn(C)cc1C(=O)N1CCN(C(=O)c2cnn3c2CCCC3)CC1	11

(further entries)
SMILES	SSB-PriA inh
O=C(c1cc2ccccc2oc1=O)N1CCN(Cc2nc(-c3ccc(F)cc3)cs2)CC1	7
Cc1csc(CN2CCN(C(=O)c3cccc(F)c3)CC2)n1	-11
O=C(CSc1ncccn1)N1CCc2ccccc21	1
Nc1c(C=C2C=Nc3ccccc32)c(=O)nc2sc(CC(=O)N3CCOCC3)nn12	-13
COc1ccc(OC)c(-n2c(O)c(C=C3C(C)=Nc4ccccc43)c(=O)[nH]c2=O)c1	23
CC(=NNC(=O)c1ccc(F)cc1)c1ccc(N2CCOCC2)cc1	1
Cc1cccc(C(=O)Nc2ccc(C(=O)NN=Cc3ccc4c(c3)OCO4)cc2)c1	-4
CCc1ccc(S(=O)(=O)N2CCN(c3ccc4nnc(C)n4n3)CC2)cc1	-5
COC(=O)c1ccccc1NS(=O)(=O)c1ccc(N2C(=O)CCC2=O)cc1	-12
COc1ccc(OC)c(NC(=O)N2C[C@H]3C[C@H](C2)c2cccc(=O)n2C3)c1	1
O=C(NC1CCCCC1)c1sccc1S(=O)(=O)N1CCN(c2ccccc2)CC1	-5
CCc1ccc(S(=O)(=O)c2nnn3c2nc(NCc2ccco2)c2cc(Cl)ccc23)cc1	-3
O=C(COc1ccc(-n2cccn2)nn1)N1CCN(c2cnnc(N3CCCC3)c2)CC1	0
CO[C@@H](CNC(=O)CSCc1ccccc1)c1cccc(F)c1	-6
Cc1c(C(O)=C2C(=O)C(=O)N(Cc3cccnc3)C2c2cccs2)cnn1-c1ccccc1 (configuration not stated)	-12
CN1C(=O)C(C)(C)COc2ccc(NC(=O)C3CCCC3)cc21	-9
Cc1cc(C(=O)Nc2nc(C(=O)NCCC3=CCCCC3)co2)no1	-4
CCc1nc2c(sc3cccc(F)c32)c(=O)n1CC(=O)Nc1ccc(Br)cc1	-11
COc1cc(-c2nc3ccccn3c2N=Cc2cc(OC)c(O)cc2Cl)ccc1O	1
CC(=NNC(=O)Cc1c(Cl)cccc1Cl)c1cccnc1	-13
COc1cc(C=NNC(=O)CCc2c(C)n[nH]c2C)cc(OC)c1OC	-12
Cc1ccc(-c2csc(NC(=O)c3ccc(F)c(S(=O)(=O)N4CCOCC4)c3)n2)cc1	3
CC(C)c1cc(=O)[nH]c(-n2nc(-c3cccs3)cc2NC(=O)c2cccs2)n1	-10
COc1ccc(S(=O)(=O)NCCN2CCN(c3ccccc3F)CC2)c(C)c1	-9
Cc1cccc(-n2nc3c(c2NC(=O)c2c(F)cccc2Cl)CS(=O)(=O)C3)c1C	-2
CC1Cc2ccccc2N1C(=O)Cc1cc(-c2cccs2)on1 (configuration not stated)	-12
O=C(NCC1CCN(c2cnccn2)CC1)c1c(F)cccc1F	-6
Cc1ccc(C=NNC(=O)c2cc(-c3cccnc3)nc3ccccc23)cc1	3
NC(=O)CSc1cn(CCNC(=O)c2ccc(F)cc2)c2ccccc12	-40
Cn1cc(S(=O)(=O)Nc2ccc3c(c2)N(S(=O)(=O)c2ccccc2)CCC3)cn1	-15
CCCCc1ccc(NC(=O)CN(Cc2ccc(OC)cc2)S(=O)(=O)c2cccnc2)cc1	-3
COc1ccc(C=NNC(=O)c2nc(-c3ccccc3)cc(-c3ccccc3)n2)cc1O	14
O=C(Cn1nc(C2CC2)n(-c2ccccc2)c1=O)Nc1cccnc1	-3
Cc1cc(OC2CN(C(=O)c3ccc4c(c3)OCO4)C2)cc(=O)n1C	1
CCS(=O)(=O)N1CC(c2nc(-c3cccs3)no2)C1	-7
CC(C)c1c(C(=O)NCCO)nnn1-c1ccc(Br)cc1	-4
